Compound activity deposited in PubChem BioAssay by National Center for Advancing Translational Sciences (NCATS).
TRPV1 agonist = agonists of human vanilloid receptor 1 (TRPV1); Q8NER1; TRPV1-expressing cells, Fluo-8 calcium influx, agonist mode; activation, % at 8.33 µM; 0.19% of 320,000 active; AID 540275; in the data active = activation above about 80%; inconclusive = between about 30% and that limit; note: 0% is about no effect
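Cells expressing TRPV1 were dye-loaded with Fluo-8 and read kinetically: 10 s baseline, 3 min after compound (agonist portion), then 2 min after EC20 capsaicin (allosteric enhancer portion). Calcium-bound dye fluorescence at 480/520 nm.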
ELG1 DNA repair = blocks ELG1-dependent DNA repair in HEK293T cells; HEK293T ELG1-luciferase reporter, luminescence, 16 h; DNA damage induced by 5-fluorouridine; Potency, µM (top dose mostly 46.1 µM), without a hit: top-dose activity change, negative = inhibition, most hits filed as inhibitors; 2.3% of 330,000 active; note: potency is the fitted concentration of half-maximal effect; % is set by controls: 0 for no effect and ±100 for the full control effect; nearly all actives have a fitted effect of over 55% in size
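HEK293T cells expressing luciferase-tagged ELG1 (2,000/well) received 5-Fluorouridine plus compound or DMSO for 16 hr at 37 °C. Luciferase was read by ONE-Glo luminescence after 30 min at room temperature.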
BRCA1 expr act = increases BRCA1 expression; MCF7-BRCA1-FFLuc reporter, luminescence, 48 h; response scale: scaled: vehicle 0%, 10 µM genistein 100%; Potency, µM (titrated, usually from 46.1 µM), inactives show at the top dose activation, usual class: activators; 1.1% of 380,000 active; note: potency is the fitted concentration of half-maximal effect; nearly all actives have a fitted effect of over 80% in size; some results filed as inactive show a strong effect at the top dose
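First, MCF7-BRCA1-FFLuc cells (2000/well) attach for 2 h; next, compounds are pin-added and incubated 48 h at 37 °C; finally, luciferase reagent is added and luminescence read after 15 min.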
MLL CXXC-DNA inh = blocks binding of human MLL CXXC domain to DNA. Potency, µM (highest dose often 115 µM), for inactives: top-dose activity change, negative = inhibition, usual class: inhibitors. AID 2662. MLL-CXXC / FITC-HOXA9 DNA fluorescence polarization. Q03164. 0.037% of 290,000 active; active = well fitted inhibition curve with a large enough effect in the polarisation, with a control signal flat, not every such curve was filed as active; inconclusive = small, poorly fitted or top-dose-only effect, or effect the other way, or a change in a side signal; inactive = no such curve, though single readings can be large or run the other way; the % refers to the polarisation; note: potency is the fitted concentration of half-maximal effect
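Steps: dispense CXXC domain solution (7 uM) → pin compounds or unlabeled HOX-A9 DNA control → 5 min ambient → add FLSN-HOX-A9 solution (50 nM) → spin → 30 min ambient → fluorescence polarization. Tris pH 7.5/NaCl/DTT/BSA buffer.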
p53 reactivator = mutant p53 re-activation in reporter cells; H1299 p53-A138V BP100-luciferase reporter, luminescence, 24 h; Potency, µM (highest dose often 92.2 µM), for inactives: at the highest dose activity change, positive = activation, most hits filed as activators; 0.063% of 320,000 active; note: potency is the fitted concentration of half-maximal effect; % of control where 0% means no effect; nearly all actives have a fitted effect of over 45% in size
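p53-null H1299 cells stably carrying temperature-sensitive p53-A138V and a BP100-luciferase reporter were pinned with compounds (4-point, 1:5 series) and held 24 hrs at 37 deg C. Luminescence was read 10 min after detection reagent.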
A-T KAP1 phos = candidate therapy for ataxia-telangiectasia. 0.19% of 320,000 active. […] A-T fibroblasts, KAP-1 phosphorylation AlphaLISA; neocarzinostatin DNA damage 30 min before lysis. Potency, µM (titrated, usually from 57.5 µM), for the others: top-dose activation, hits mostly activators; note: potency is the fitted concentration of half-maximal effect; % of control where 0% means no effect; nearly all actives have a fitted effect of over 45% in size
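ATM-like activity read as KAP-1 phosphorylation via AlphaLISA donor/acceptor antibody pairs after lysis and 6 hr at 25C. Cells were ATM-null patient fibroblasts ([…], hTERT), dosed 60 min, then exposed to the DSB inducer NCS for 30 min.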
Integrin act MD = activates integrin-mediated alleviation for muscular dystrophy; alpha7betagal myoblasts, beta-gal FDG fluorescence, 48 h; Potency, µM (series often up to 38.3 µM), inactives show at the highest dose activation, actives largely listed as activators; 0.064% of 350,000 active;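 note: potency is the fitted concentration of half-maximal effect; 100% = response of the positive control SU9516; nearly all actives have a fitted effect of over 60% in size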
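Alpha7betagal+/- myoblasts (passage 13) were plated 16-24 hr, then exposed to compounds (1:260 dilution of DMSO stock) for 48 hours at 37C. After MPER lysis, β-galactosidase reporter activity was read as FDG fluorescence (ex 480/em 540) after 30 minutes.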
TCR activator = T cell receptor activation | 330,000 tested, under 10 active | primary human leukocytes, anti-CD3, IL-2 HTRF, 48 h | Potency, µM (highest dose often 9.22 µM), without a hit: top-dose activation of IL-2 secretion, most hits filed as activators; note: % of control where 0% means no effect
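HTRF read-out of IL-2 secretion: europium cryptate donor excited at 320nm, d2 acceptor emission at 665nm. Cells were primary human leukocytes incubated 48 hr with compounds and a-CD3 beads, supplying TCR signal only.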
PTAP TSG101 blk = blocks PTAP/TSG101 interaction to inhibit HIV-1 budding; Q99816; 340,000 tested, under 10 active; Fluorescence polarization, FITC-PTAP peptide / Tsg101 binding; Potency, µM (top dose mostly 115 µM), for inactives: at the top dose activity change, negative = inhibition, actives largely listed as inhibitors; AID 493005; active = well fitted inhibition curve with a large enough effect in the main read-out, with a control signal flat, not every such curve was filed as active; inconclusive = small, poorly fitted or top-dose-only effect, or effect the other way, or a change in a side signal; inactive = no such curve, though single readings can be large or run the other way; note: potency is the fitted concentration of half-maximal effect; % of control where 0% means no effect
Target sequence (Q99816 whole entry, looked up): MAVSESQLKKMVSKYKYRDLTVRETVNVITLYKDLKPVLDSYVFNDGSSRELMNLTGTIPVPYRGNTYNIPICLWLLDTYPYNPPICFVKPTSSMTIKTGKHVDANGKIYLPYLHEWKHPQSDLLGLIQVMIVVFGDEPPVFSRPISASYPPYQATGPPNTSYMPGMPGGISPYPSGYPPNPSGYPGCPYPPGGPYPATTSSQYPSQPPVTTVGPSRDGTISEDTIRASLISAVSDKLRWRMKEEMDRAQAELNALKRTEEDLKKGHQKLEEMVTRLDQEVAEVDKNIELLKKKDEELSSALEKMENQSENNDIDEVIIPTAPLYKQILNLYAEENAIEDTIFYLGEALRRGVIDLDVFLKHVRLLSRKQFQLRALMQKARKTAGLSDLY
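Fluorescence anisotropy tracks displacement of a FITC-tagged PTAP peptide (50 nM) from the Tsg101 binding domain (10 uM), following a 20 min room-temperature incubation at pH 7.5.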
B2AR arrestin = agonists driving beta-arrestin recruitment to human beta2-adrenergic receptor; AID 492947; beta-arrestin recruitment to beta2AR, cell-based reporter; P07550; Potency, µM (highest dose often 46.1 µM), for inactives: at the highest dose activation, usual class: activators; 0.02% of 330,000 active;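 note: potency is the fitted concentration of half-maximal effect; 0% = DMSO controls and full agonism = EC100 isoproterenol or metaproterenol; nearly all actives have a fitted effect of over 65% in size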
Target sequence (P07550 whole entry, looked up): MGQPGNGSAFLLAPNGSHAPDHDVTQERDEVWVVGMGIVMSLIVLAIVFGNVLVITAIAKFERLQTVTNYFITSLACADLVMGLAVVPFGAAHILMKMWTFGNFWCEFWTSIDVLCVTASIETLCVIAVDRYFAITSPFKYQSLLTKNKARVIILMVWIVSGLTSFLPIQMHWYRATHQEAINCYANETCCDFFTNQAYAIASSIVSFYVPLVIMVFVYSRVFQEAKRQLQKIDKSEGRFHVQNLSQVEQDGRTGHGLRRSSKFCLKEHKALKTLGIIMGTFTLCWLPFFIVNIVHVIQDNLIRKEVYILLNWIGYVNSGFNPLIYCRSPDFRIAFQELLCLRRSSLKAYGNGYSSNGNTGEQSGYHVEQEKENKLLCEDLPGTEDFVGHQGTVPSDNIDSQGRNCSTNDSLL
* marks the source's active call; other numbers are inactive results; ? = inconclusive; nt = not tested or not shown; [ ] = remark or other dose. Unless noted, calls come from the whole dose curve; as a rule, active = well fitted curve in the direction sought with a large enough effect; inconclusive = small, poorly fitted or top-dose-only effect, or another doubt; inactive = no such curve, though single readings can be large; an effect the other way counts as inactive or inconclusive.

SMILES	TRPV1 agonist	ELG1 DNA repair	BRCA1 expr act	MLL CXXC-DNA inh	p53 reactivator	A-T KAP1 phos	Integrin act MD	TCR activator	PTAP TSG101 blk	B2AR arrestin
CCOC(=O)C1CCN(C2=NC(=O)/C(=C/c3ccc(Cl)cc3)S2)CC1	?	-9%	-26%	2%	-4%	-11%	-6%	-2%	1%	-0.8%
C/C(Cn1cnc([N+](=O)[O-])n1)=N\NC(=O)c1cccnc1	-5	5%	-4%	1%	4%	-1%	-4%	2%[46.1 µM]	-4%	-0.2%
Cc1cc(Nc2ccc(Cl)cc2)nc(-c2ccccc2O)n1	2	-1%	-53%	3%	6%	2%	-13%	3%	0%	-0.7%
COc1ccc(S(=O)(=O)N(C)C)cc1NC(=O)C1CCN(c2ncnc3sc(C)c(C)c23)CC1	nt	nt	-31%	nt	nt	nt	-50%[inhibitor]	2%	-8%	nt
CCOc1ncccc1C(=O)OCC(=O)Nc1ccc2c(c1)OCCO2	2	30%	3%	nt	13%	9%	-16%	-6%	-3%	0.1%
Cc1cc(C(=O)OCC(=O)Nc2cc(S(=O)(=O)N(C)C)ccc2Cl)c2ccccc2n1	3	6%	-10%	-2%	-3%	13%	3%	nt	-1%	0.1%
O=C(CN1CCOCC1)N1CCCc2c1c(=O)oc1ccc(OCc3ccccc3)cc21	19	0%	-26%	-6%	-7%	-4%	-14%	2%	-3%	-0.2%
COC(=O)c1ccc(C(=O)NN)cc1	1	-8%	-6%	-7%	8%	-3%	23%	5%	0%	-0.5%
Cc1nc2ccccc2n1CCc1nc2c3ccccc3nc(SCC#N)n2n1	1	4%	nt	24%	4%	0%	nt	nt	nt	-1.2%
CC(CN1C(C)CCCC1C)OC(=O)c1ccc(Cl)cc1 (centres undefined)	-2	-11%	1%	16%	5%	6%	3%	-22%	-9%	0.1%
Cc1ccc(C(=O)Nc2nnc(S(=O)(=O)Nc3ccccc3C)s2)cc1C	0	16%	-18%	nt	nt	-5%	18%	0%	-1%	4.5%
O=C(CN1CCCCCCC1)N/N=C/c1ccc(F)c(F)c1	22	-6%	13%	-2%	-8%	12%	22%	4%[46.1 µM]	1%	-0.3%
O=C(Nc1ccc(S(=O)(=O)N2CCOCC2)cc1)c1nn(-c2ccc(F)cc2)ccc1=O	1	1%	-19%	8%	-1%	2%	17%	-1%	0%	-0.3%
CCOc1ccc(N2CC(C(=O)Nc3nnc(Cc4ccc(OC)cc4)s3)CC2=O)cc1 (centres undefined)	1	1%	-12%	-7%	-1%	-9%	-20%	-2%	-5%	-0.7%
COc1ccc(C(=O)Nc2cccnc2Sc2ccc(Cl)cc2)cc1	17	?	75%	0%	9%	4%	-29%	-6%	-1%	0.6%
O=C(C[C@H]1C[C@H](C(=O)N2CCOCC2)[C@@]2(CCC3CCCC3)c3[nH]c4ccc(Cl)cc4c3CCN2C1=O)NCCCn1ccnc1	nt	8%	-40%	nt	-6%	-2%[11.5 µM]	-4%	-6%[46.1 µM]	1%	-0.2%
O=C1CC(NCc2ccncc2)C(=O)N1c1ccc(Cl)cc1 (centres undefined)	4	-4%	-27%	8%	-12%	-3%	4%	1%	-10%	-0.2%
COc1ccccc1CNC(=O)N1CCN(c2ccccc2)CC1	?	5%	13%	3%	-1%	2%	-4%	-3%	-5%	0.1%
CCOc1ccc(NC(=O)COC(=O)CSCC(=O)Nc2ccc(C)cc2C)cc1	-1	15%	-4%	nt	-5%	-14%	-5%	-8%	-3%	-0.7%
Cc1noc(C)c1COc1cccc(C(=O)N(C)Cc2cccs2)c1	15	3%	-8%	nt	-12%	0%	11%	-3%	-5%	-0.9%
CN(C)C(=O)Cn1c(=O)n(C)c2ccccc21	1	8%	8%	0%	1%	9%	-4%[7.66 µM]	5%	-7%	-0.1%
Cc1cc(C(=O)COC(=O)c2ccc(Br)o2)c(C)n1Cc1ccco1	18	?	nt	6%	5%	-3%	nt	nt	nt	-1.1%
Cc1ccc(S(=O)(=O)N(C)/N=C/C=C/c2ccccc2)cc1	-1	-5%	-5%	-1%	0%	5%	10%	-1%[46.1 µM]	1%	0.3%
COc1ccc(NC(=O)CN2CCc3ccccc3C2)cc1S(=O)(=O)N1CCOCC1	-1	6%	-1%	5%	-10%	7%	1%	0%[46.1 µM]	1%	-0.4%
CC(=O)N1CCOc2ccc(S(=O)(=O)Nc3ccc(Cl)cn3)cc21	-2	?	3%	-2%	3%	-2%	9%	3%	-9%	0.1%
COc1cccc(NC(=O)CCc2nnc3ccc(NCc4ccco4)nn23)c1	-4	?	0%	0%	8%	1%	-44%	2%	0%	-0.7%
Cc1noc(C)c1CCC(=O)N1CCCC(N2CCN(c3ccc(F)cc3)CC2)C1 (centres undefined)	3	-8%	-40%	0%	-5%	10%	-1%	-6%	0%	0.5%
C/C(=N/OC(=O)c1ccc(C)cc1)C(=O)c1ccc(Br)cc1	-6	0%	-6%	108%[activator]	0%	-4%	-25%	2%	-8%	0.0%
CCN(CC)c1ccc(/C=C2\C(=O)N(c3nnc(C)c(=O)[nH]3)N=C2C)cc1	3	?	-17%	39%[activator]	-8%	-23%	0%	5%	-4%	0.5%
O=C(NCC1COc2ccccc2O1)c1cc(S(=O)(=O)N2CCOCC2)c(Cl)cc1Cl (centres undefined)	?	18µM*	-17%	nt	-18%	7%	14%	-4%	4%	-2.2%

Quoted at random: six compounds from above, in no set order.
SMILES	TRPV1 agonist	ELG1 DNA repair	BRCA1 expr act	MLL CXXC-DNA inh	p53 reactivator	A-T KAP1 phos	Integrin act MD	TCR activator	PTAP TSG101 blk	B2AR arrestin
O=C(NCC1COc2ccccc2O1)c1cc(S(=O)(=O)N2CCOCC2)c(Cl)cc1Cl (centres undefined)	?	18µM*	-17%	nt	-18%	7%	14%	-4%	4%	-2.2%
Cc1noc(C)c1CCC(=O)N1CCCC(N2CCN(c3ccc(F)cc3)CC2)C1 (centres undefined)	3	-8%	-40%	0%	-5%	10%	-1%	-6%	0%	0.5%
COc1ccc(NC(=O)CN2CCc3ccccc3C2)cc1S(=O)(=O)N1CCOCC1	-1	6%	-1%	5%	-10%	7%	1%	0%[46.1 µM]	1%	-0.4%
COc1cccc(NC(=O)CCc2nnc3ccc(NCc4ccco4)nn23)c1	-4	?	0%	0%	8%	1%	-44%	2%	0%	-0.7%
CCN(CC)c1ccc(/C=C2\C(=O)N(c3nnc(C)c(=O)[nH]3)N=C2C)cc1	3	?	-17%	39%[activator]	-8%	-23%	0%	5%	-4%	0.5%
CN(C)C(=O)Cn1c(=O)n(C)c2ccccc21	1	8%	8%	0%	1%	9%	-4%[7.66 µM]	5%	-7%	-0.1%

Carrying on:
SMILES	TRPV1 agonist	ELG1 DNA repair	BRCA1 expr act	MLL CXXC-DNA inh	p53 reactivator	A-T KAP1 phos	Integrin act MD	TCR activator	PTAP TSG101 blk	B2AR arrestin
COc1cccc(-c2nnc(SCCOc3ccc4c(C)cc(=O)oc4c3)o2)c1	-2	4%	10%	13%	1%	1%	-16%	-5%	2%	-0.1%
COc1cccc(CN(C)C(=O)C2CCC(=O)N(Cc3cccc(F)c3)C2)c1 (centres undefined)	6	9%	-5%	3%	26%	24%	-8%	3%	-2%	0.1%
O=C(NCCn1cccn1)c1ccc(OC2CCN(C(=O)C3CC3)CC2)cc1	1	5%	5%	-2%	2%	1%[11.5 µM]	-6%	3%	-9%	0.2%
O=C(NC(=S)Nn1cnnc1)c1ccc(F)cc1Cl	0	12%	1%	-15%	2%	-1%	-7%	3%	0%	0.0%
CCOC(=O)N1CCC(N2CCCC(CO)(Cc3ccccc3C)C2)CC1 (centres undefined)	-2	-6%	-4%	4%	-1%	-4%	-13%	-2%	-2%	-0.2%
CCOc1ccc(CCNC(=O)c2ccc(N3CCCC3=O)cc2)cc1OCC	2	nt	-34%	1%	nt	nt	-12%	-5%	-2%	nt
COc1ccc(CCNC(=O)c2c(O)c3cccc4c3n(c2=O)CC4)cc1	0	0%	36%	0%	7%	-4%	9%	0%	1%	-0.2%
C=CCS/C(N)=N\N=C\c1cc(Br)cc([N+](=O)[O-])c1O	nt	-22%	-29%	-1%	0%	-1%	2%	1%	1%	0.1%
O=C(c1cccc(Cl)c1)N1CCN(Cc2ccc3c(c2)OCO3)CC1	?	?	-7%	5%	10%	5%	1%	4%	-3%	0.1%
N#CCSc1nnc(-c2cccnc2)n1-c1ccccc1	-1	6%	-8%	-2%	-21%	2%	-6%	-6%	-2%	0.3%
O=C(N/N=C/c1cc2c(cc1[N+](=O)[O-])OCO2)c1ccc2c(c1)OCO2	23	15%	22%	5%	-2%	-10%	6%	3%	-1%	-0.4%
